Screening data (PubChem)
RGS4 inh: human RGS4 inhibition; HEK293 M3R/RGS4 inducible, Fluo-4 calcium flux; hits give high values; triggered by carbachol at its EC20; AID 463165; B-score at 10 µM; 310,000 tested, 0.45% active;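 active = B-score, a plate-corrected calcium signal, over three deviations above library mean, with baseline fluorescence within five deviations of library mean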;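 also: RGS4 expression induced by doxycycline in cells with stable M3 receptor; B-score is computed from the integrated fluorescence ratio over baseline after carbachol; higher B-score means a larger calcium signal and so more RGS4 inhibition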
Target sequence (P49798 whole entry, looked up): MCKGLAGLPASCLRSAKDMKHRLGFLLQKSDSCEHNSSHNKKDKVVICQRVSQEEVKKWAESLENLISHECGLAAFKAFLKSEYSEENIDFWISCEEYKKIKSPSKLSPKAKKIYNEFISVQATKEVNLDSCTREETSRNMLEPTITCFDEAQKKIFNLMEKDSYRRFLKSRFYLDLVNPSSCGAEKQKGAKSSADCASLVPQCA
RGS4 pot: RGS4 potentiation or activation | HEK293 M3R/inducible RGS4, carbachol calcium flux Fluo4; hits give low values | B-score at 10 µM | 310,000 tested, 0.92% active | AID 463111;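 active = B-score of the integrated calcium signal more than 4 SD below the library mean, with starting fluorescence not abnormally high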;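 also: negative B-score means reduced calcium response which marks RGS4 activation or potentiation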
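test system = M3R-expressing HEK293 line, RGS4 induced by doxycycline | probe or stimulus = carbachol at ECmax as muscarinic agonist stimulus | timing = dye loading 30 min 37 °C, buffer rest 30 min RT | signal = calcium dye Fluo4 fluorescence | evaluation = B score from integrated fluorescence ratio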
KCNQ1 inh: blocks the human KCNQ1 potassium channel | B-score at 10 µM | CHO-K1 KCNQ1, FluxOR thallium flux fluorescence; hits give high values | AID 2642 | P51787 | 310,000 tested, 1.3% active;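 active = compounds whose thallium flux B-score, printed positive for inhibition, exceeds three library SD while starting fluorescence stays within three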;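 also: channel opened by potassium depolarization with thallium stimulus after 20 min compound exposure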
TMEM16A inh: inhibitors of mouse TMEM16A calcium-activated chloride channel | HEK293 TMEM16A/YFP iodide influx fluorescence, ionomycin | normalized B-score (activity score, 25-100; higher = stronger inhibition) at 10 µM | 310,000 tested, 1.2% active;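 active = ratio plate-corrected score three or more library SD toward inhibition, starting fluorescence score within five deviations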;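 also: score derived from kinetic fluorescence span divided by baseline fluorescence per well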
MrgX1 agonist: human MrgX1 receptor agonism, primary screen | 310,000 tested, 0.44% active | MrgX1-HEK293 cells, Fluo-4 calcium fluorescence, agonist mode; hits give high values | B-score at 10 µM;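 active = calcium response B-score plate-corrected fluorescence ratio at least 3 library SD, with starting fluorescence B-score inside 5 SD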
Target sequence (Q96LB2 whole entry, looked up): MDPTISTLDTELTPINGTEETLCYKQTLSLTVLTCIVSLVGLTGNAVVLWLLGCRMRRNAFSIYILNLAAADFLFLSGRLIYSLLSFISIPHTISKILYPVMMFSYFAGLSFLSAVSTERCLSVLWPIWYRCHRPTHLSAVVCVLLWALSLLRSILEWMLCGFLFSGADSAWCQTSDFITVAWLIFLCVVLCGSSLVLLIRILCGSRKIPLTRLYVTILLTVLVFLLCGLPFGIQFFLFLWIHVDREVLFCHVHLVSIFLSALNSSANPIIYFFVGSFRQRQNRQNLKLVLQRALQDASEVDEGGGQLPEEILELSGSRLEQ
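Material: MrgX1-expressing HEK293 cells; input: 15,000 cells per well; doses: test compound given as first of three sequential additions; schedule: overnight plating before 1 h dye loading; technique: Fluo-4 NW calcium-flux fluorescence, kinetic read; evaluation: baseline-normalised fluorescence change ratio, B-scored; control set: plate-wise positive and negative controls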
hERG rescue: shields human hERG channel from block by proarrhythmic agents; CHO-hERG, FluxOR thallium flux, dofetilide IC70 present; activation (rescue from dofetilide block), less the hit threshold, % at 10 µM; 310,000 tested, 0.51% active; AID 1511;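 active = activation above the mean of controls blocked by dofetilide plus 5 SD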;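 also: thallium influx through hERG after potassium depolarization seen as dye fluorescence rise; in these data hits start at about 4.7%; inactives centre near -7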
KCNK3 inh: human KCNK3 channel inhibition, primary screen; O14649; CHO-KCNK3 thallium flux, FluxOR fluorescence; hits give low values; B-score at 10 µM; 340,000 tested, 0.84% active; AID 602410;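 active = B-score under library mean minus 4 SD, starting fluorescence ratio at most library mean plus 5 SD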;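 also: more negative B-score means stronger inhibition of thallium flux through KCNK3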
KCNK9 inh: blocks the human KCNK9 two-pore domain potassium channel. Q9NPC2. HEK293 KCNK9, FluxOR thallium flux fluorescence; hits give low values. B-score at 10 µM. 310,000 tested, 1.2% active. AID 488922;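 active = ratio B-score over 3 SD below the library mean, with starting fluorescence within 5 SD of its mean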;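 also: negative B-score means less thallium flux so channel inhibition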
Target sequence (Q9NPC2 whole entry, looked up, the tested form may be a part): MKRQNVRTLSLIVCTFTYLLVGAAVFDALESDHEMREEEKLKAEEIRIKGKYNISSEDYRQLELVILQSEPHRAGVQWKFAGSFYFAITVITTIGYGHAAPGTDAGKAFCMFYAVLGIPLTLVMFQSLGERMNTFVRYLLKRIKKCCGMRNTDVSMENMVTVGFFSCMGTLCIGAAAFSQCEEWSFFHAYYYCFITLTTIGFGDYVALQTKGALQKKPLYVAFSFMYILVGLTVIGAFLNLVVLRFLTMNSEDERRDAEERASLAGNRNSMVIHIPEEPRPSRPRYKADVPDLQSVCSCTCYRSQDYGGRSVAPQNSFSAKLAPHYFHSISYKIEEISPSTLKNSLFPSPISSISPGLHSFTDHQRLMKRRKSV
TMEM16A act: activators or potentiators of mouse TMEM16A chloride channel. Q8BHY3. HEK293 TMEM16A/YFP-H148Q/I152L, iodide quench fluorescence; hits give low values. B-score at 10 µM. 340,000 tested, 0.3% active;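 active = fluorescence-ratio B-score plate-corrected deviation score at least 3 library SD below zero, with starting fluorescence score within 5 deviations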;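 also: channel opened by trigger with iodide after compound preincubation; score built on the fluorescence ratio of max minus min over baseline; more negative score means more quench and so TMEM16A activation or potentiation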
KCNQ1 pot: potentiators or activators of human KCNQ1 potassium channel | P51787 | B-score at 10 µM | CHO-K1 KCNQ1, thallium flux FluxOR fluorescence; hits give high values | 310,000 tested, 0.35% active;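 active = fluorescence ratio B-score, a plate-corrected score, at least three library SD, with initial intensity B-score within 5 SD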
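Assay system: stable KCNQ1 CHO-K1 line; medium: assay buffer, equal DMSO in all wells; timing: 90 min dye loading and 20 min compound exposure, both at room temperature; technique: kinetic FluxOR thallium fluorescence, 10-s 1-Hz baseline, 110-s post-stimulus read; read-out basis: B score of baseline-normalized fluorescence ratio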
MrgX1 allo act: allosterically activates human MrgX1 receptor signaling; Q96LB2; MrgX1-HEK293, Fluo-4 calcium flux, FDSS; hits give high values; B-score at 10 µM; 310,000 tested, 0.63% active;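 active = plate-corrected calcium response at least 3 library SD above typical, normal starting fluorescence, not activating the receptor alone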;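 also: compound read alongside a low EC10 to EC30 dose of BAM8-22 agonist; peak minus trough fluorescence over baseline measured at the second addition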
* hit, by the source's call; i = inactive; nt = not tested or not shown.

SMILES | RGS4 inh | RGS4 pot | KCNQ1 inh | TMEM16A inh | MrgX1 agonist | hERG rescue | KCNK3 inh | KCNK9 inh | TMEM16A act | KCNQ1 pot | MrgX1 allo act
CCOC(=O)c1ccc(N=C2SC(C(=O)NC)CC(=O)N2CCc2ccccc2)cc1 (configuration not stated) | i | i | i | i | i | -3 | i | i | i | i | i
CC1CCCC(C)N1NC(=S)Nc1ccc(OC(F)F)cc1 (configuration not stated) | i | i | i | i | i | -12 | i | i | i | i | i
O=C(COc1coc(CN2CCCc3ccccc32)cc1=O)Nc1cccc([N+](=O)[O-])c1 | i | i | i | i | i | -14 | i | i | i | i | i
O=C(/C=C/c1ccco1)NCC1COc2ccccc2O1 (configuration not stated) | i | i | i | i | i | -7 | i | i | i | i | i
CC(=O)Nc1ccc(OC(=O)c2cccs2)cc1 | i | i | i | i | i | -13 | i | i | i | i | i
CCCN(CC(=O)Nc1ccccc1C)C(=O)c1ccc(=O)n(Cc2ccccc2)n1 | i | i | i | i | i | -10 | i | i | i | i | i
CCN(CC(=O)Nc1c(F)cccc1F)C(=O)c1cc2c(cc1Cl)N1CCCCCC1=NS2(=O)=O | i | i | i | i | i | -11 | i | i | i | i | i
Cc1ccc(C)c(Cn2nnc3c(=O)[nH]c(C4CCCN(C(=O)C5CCCCC5)C4)nc32)c1 (configuration not stated) | i | i | i | i | i | -10 | i | -18* | i | i | i
O=C1CCC2(CC1)NC(=O)N(c1ccccc1)N2 | i | i | i | i | i | -2 | i | i | i | i | i
CCC1(CC)Cc2ccccc2-c2nc(NCCO)[nH]c(=O)c21 | 26* | i | i | i | i | -15 | i | i | i | i | i
COC(=O)C1=C(C)NC(=O)CC1c1ccc(F)c(Br)c1 (configuration not stated) | i | i | i | i | i | -11 | i | i | i | i | i
c1coc(CNc2c3c(nc4ccccc24)CCC3)c1 | i | i | i | i | i | -20 | i | i | i | i | i
C=CCOc1ccc(/C=C/C(=O)OCC(=O)NCC2CCCCC2)cc1 | i | i | i | i | i | -16 | i | i | i | i | i
N#Cc1c(N2CCCC(O)C2)nc(N)c2c(N)nc3c(c12)CC(=O)N3C12CC3CC(CC(C3)C1)C2 (configuration not stated) | i | i | i | i | i | -16 | i | i | i | i | i
C=CCNc1nc(C(=O)OCC(=O)c2ccc(C)c([N+](=O)[O-])c2)cs1 | i | i | i | i | i | -9 | i | i | i | i | i
Fc1ccc2nc(N3CCOCC3)sc2c1 | i | i | i | i | i | -9 | i | i | i | i | i
COc1ccccc1OCC(=O)NCC1CCCN(C(=O)c2ccccc2SC)C1 (configuration not stated) | i | i | i | i | i | -6 | i | i | i | i | i
CC(C)(C)C(=O)Nc1cccc(-c2cc(-c3c(Cl)cccc3Cl)no2)c1 | i | i | i | i | i | -2 | i | i | i | i | i
COC(=O)CC1C(=O)NCCN1C(=O)c1ccc(Cl)cc1 (configuration not stated) | i | i | i | i | i | -5 | i | i | i | i | i
O=C(CN1CCCC1)Nc1ccc(NC(=O)Nc2ccccc2Cl)cc1 | i | i | i | i | i | -8 | i | i | i | i | i
COc1ccc2[nH]c3c(=O)n(CCc4ccccc4)cnc3c2c1 | i | i | i | i | i | -12 | i | i | i | i | i
COc1ccc(C(=O)N/N=C(/C)c2ccc(N3CCCCC3)cc2)cc1 | i | i | i | i | i | -6 | i | i | i | i | i
Clc1cccc(Cl)c1-c1noc(-c2ccno2)n1 | i | i | i | i | i | -8 | i | i | i | i | i
CCCCCCCCCCCCOC(=O)C[N+](C)(C)C | i | -8.9* | i | i | i | -22 | i | i | i | i | i
O=C(Nc1ccc(Cl)cc1)NC1CCCc2ccccc21 (configuration not stated) | i | i | i | i | i | -6 | i | i | i | i | i

Further results follow.
SMILES | RGS4 inh | RGS4 pot | KCNQ1 inh | TMEM16A inh | MrgX1 agonist | hERG rescue | KCNK3 inh | KCNK9 inh | TMEM16A act | KCNQ1 pot | MrgX1 allo act
COc1ccc(N2CCCC2)c(NC(=O)c2ccc(Br)o2)c1 | i | i | i | i | i | -5 | i | i | i | i | i
c1cnc(N2CCN(c3cnccn3)CC2)nc1 | i | i | i | i | i | -1 | i | i | i | i | i
Cc1ccccc1NC(=O)CSc1nnc(Cc2ccccc2)c(=O)n1N | i | i | i | i | i | -6 | i | i | i | i | i
Cc1ccc(S(=O)(=O)N2CCCCC2)cc1NC(=O)Cn1c(=O)cnc2ccccc21 | i | i | i | i | i | -5 | i | i | i | i | i
Cc1cc(NC(=S)N(CCCN2CCN(C)CC2)Cc2ccco2)ccc1Cl | i | i | i | i | i | -6 | i | i | i | i | i
Cc1nn(C)c(Cl)c1CN1CCC(CO)(CC2CCCCO2)CC1 (configuration not stated) | i | i | i | i | i | -9 | i | i | i | i | i
O=C(COC(=O)c1ccccc1)NCC1CCCO1 (configuration not stated) | i | i | i | i | i | 1 | i | i | i | i | i
O=C(CSc1cc(Cl)ccc1Cl)NCC1CCCO1 (configuration not stated) | i | i | i | i | i | -11 | i | i | i | i | i
COc1ccc(S(=O)(=O)CC(=O)c2cc3cccc(C)c3oc2=O)cc1 | i | i | i | i | 42* | -6 | i | i | i | i | i
CCOC(=O)C1(Cc2ccccc2)CCN(Cc2ccc(COC)o2)CC1 | i | i | i | i | i | -5 | i | i | i | i | i
CC(OC(=O)c1nsc(Cl)c1Cl)C(=O)NCc1cccs1 (configuration not stated) | i | i | i | i | i | -9 | i | i | i | i | i
CCOc1ccc(C(=O)Nc2ncccc2Cl)cc1 | i | i | i | i | i | -6 | i | i | i | i | i
COC(=O)C1=C(COc2ccc(F)cc2)NC(=O)NC1c1ccc(C)cc1C (configuration not stated) | i | i | i | i | i | 7.4* | i | i | i | i | i
COc1ccc(OC)c(-n2c(C)cc(/C=C3\C(=N)N4N=C(CC(=O)N5CCOCC5)SC4=NC3=O)c2C)c1 | i | i | i | i | i | -7 | i | i | i | i | i
COc1cc(OC)c(CN2CCCN(C)CC2)cc1Br | i | i | i | i | i | -1 | i | i | i | i | i
O=C1CNC(=S)N1Cc1ccc(F)cc1 | i | i | i | i | i | -8 | i | i | i | i | i
CC(=O)c1ccc(N2CCN(c3ccc(S(=O)(=O)N4CCN(C)CC4)cn3)CC2)cc1 | i | i | i | i | i | -6 | i | i | i | i | i
O=C(Nc1ccccc1-c1ccccc1)NC1CC2CCCC(C1)N2CCc1ccccc1 (configuration not stated) | i | -7.1* | i | i | i | -13 | i | i | i | i | i
N#CC(Cc1ccccc1)(Cc1ccccc1)C(=O)NN | i | i | i | i | i | -9 | i | i | i | i | i
Cc1ccc(-c2csc(CC(N)=O)n2)cc1 | i | i | i | i | i | -1 | i | i | i | i | i
COc1ccc(OC)c(CNc2c(C=O)c(=O)[nH]c3ccccc23)c1 | i | i | i | i | i | -2 | i | i | i | i | i
O=C(C1CCCN(Cc2cccc(Cl)c2)C1)N1CCCCC1 (configuration not stated) | i | i | i | i | i | -6 | i | i | i | i | i
NS(=O)(=O)OCCCc1ccccc1 | i | i | i | i | i | -3 | i | i | i | i | i
CCOc1ccc(Cl)cc1S(=O)(=O)N1CCC(C(=O)NCc2ccccn2)CC1 | i | i | i | i | i | -3 | i | i | i | i | i
Cc1nc(N2CCNCC2)c2c3c(sc2n1)CCCC3 | i | i | i | i | i | -11 | i | i | i | i | i

(listing goes on)
SMILES | RGS4 inh | RGS4 pot | KCNQ1 inh | TMEM16A inh | MrgX1 agonist | hERG rescue | KCNK3 inh | KCNK9 inh | TMEM16A act | KCNQ1 pot | MrgX1 allo act
Cn1ncc([N+](=O)[O-])c1C(=O)NC1CCCCCC1 | i | i | i | nt | nt | -7 | i | i | i | i | nt
Cc1cc(NC(=O)CSc2nnc(COc3ccccc3)n2Cc2ccco2)no1 | i | i | i | i | i | -8 | i | i | nt | i | i
O=Cc1c(NCCc2cccc(F)c2)c2ccccc2[nH]c1=O | i | i | i | i | i | -7 | i | i | i | i | i
Oc1c(C(c2cccs2)N2CCN(c3ccc(F)cc3)CC2)sc2ncnn12 (configuration not stated) | i | i | i | i | i | -10 | i | i | i | i | i
CSc1ccc(CCNS(=O)(=O)c2c(C)[nH]c(C)c2C(=O)N2CCCCC2)cc1 | i | i | i | i | i | -10 | i | i | i | i | i
COCCSc1ccccc1C(=O)Nc1ccc2c(c1)OCCO2 | i | i | i | i | i | -6 | i | i | i | i | i
Cc1cc(NC(=O)c2cccc(Cl)c2)n[nH]1 | i | i | i | i | i | -2 | i | i | i | i | i
O=C(NCc1ccco1)C1CCN(S(=O)(=O)Cc2ccccc2)CC1 | i | i | i | i | i | 2 | i | i | i | i | i
Nc1[nH]n2c(=O)c3c(nc2c1N=Nc1ccccc1)CCCC3 | i | i | i | i | i | -7 | i | i | i | i | i
COCCNc1nc(C)c(C(C)=O)s1 | i | i | i | i | i | -18 | i | i | i | i | i
N#Cc1ccc(Cl)cc1NC(=O)COC(=O)[C@H](CCC(N)=O)NC(=O)c1ccc(F)cc1 | i | i | i | i | i | -9 | i | i | i | i | i
CC1CCCN(C(=O)c2ccc(COc3ccccc3Br)cc2)C1 (configuration not stated) | i | i | i | i | i | -9 | i | i | i | i | i
CNc1c([N+](=O)[O-])cnn1-c1cccc(Cl)n1 | i | i | i | i | i | -5 | i | i | i | i | i
COc1ccccc1-n1c(SCC(N)=O)nc2sc3c(c2c1=O)CCC3 | i | i | i | i | i | -9 | i | i | i | i | i
CCOc1ccc(N2C(=O)CC(Sc3ncccn3)C2=O)cc1 (configuration not stated) | i | i | i | i | i | -2 | i | i | i | i | i
O=S1(=O)CCO[C@H]2Cc3ccccc3[C@H]2N1Cc1ccccc1F | i | i | i | i | i | -5 | i | i | i | i | i
COc1ccc(N=Cc2sc3ccccc3c2Cl)cc1 | i | i | i | i | i | -3 | i | i | i | i | i
Cc1ccccc1Cn1nnc(C(=O)Nc2ccc3c(c2)OCCO3)c1N | i | i | i | i | i | -12 | i | i | i | i | i
S=c1[nH]nc(-c2cccnc2)n1/N=C/C=C/c1ccccc1 | i | i | i | i | i | 3 | i | i | i | i | i
